Bioassay records from PubChem.
hgDAF12 agonist: H. glycines DAF-12 receptor agonists, primary screen, cell-based, luminescence, HEK293, GAL4 fusion, UAS-luciferase. Nuclear hormone receptor DAF-12 (Heterodera glycines), GAL4 fusion. HEK293 GAL4-hgDAF12 UAS-luciferase reporter, agonist luminescence; normalized to butyrate control. activation, % at 6.8 µM. 370,000 compounds, 1.8% hits. AID 687014, 2013;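 active = activation above a cutoff set at the mean of all screened compounds plus 3 SD, cut at about 10% in these data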;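 also: 0% = DMSO wells and 100% = sodium butyrate wells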
Rev-erbA mod: modulators of Rev-erb alpha DNA binding, primary screen, biochemical, FITC-DNA, fluorescence polarization, uHTS; Nuclear receptor subfamily 1 group D member 1 (Homo sapiens), P20393; Rev-erbα–FITC-DNA binding, 90 min; activity, % at 10 µM; 370,000 compounds, 0.79% hits; AID 1259318, 2017;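 active = activity above about 14%, limit read from the data; passing the limit was not always enough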;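 also: 0% = DMSO wells with 35 nM protein and 100% = DMSO wells with 750 nM protein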
DAX1 inh-1: DAX1 (NR0B1) inhibitors, primary screen, cell-based, HEK293, Gal4-DAX1, luciferase luminescence; Nuclear receptor subfamily 0 group B member 1 (Homo sapiens), P51843; HEK293 Gal4-DAX1 luciferase reporter; inhibition, % at 6.75 µM; 340,000 compounds, 0.99% hits; AID 504766, 2011;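 active = inhibition above the mean over all tested compounds plus 3 SD, cut at about 4.2% in these data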;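 also: 0% = DAX1-transfected cells with DMSO and 100% = empty-vector control cells with DMSO; inhibition shows as a rise in luminescence from relieved DAX1 repression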
SMARCA2 act: SMARCA2 (BRM) function activators, primary screen, cell-based, luminescence, high throughput | activation, % at 9.1 µM | 370,000 compounds, 1% hits | MG213 cells, MMTV-luciferase reporter, dexamethasone, overnight | AID 652017, 2013; in the data active = activation above about 7.8%;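 also: 0% = vehicle wells and 100% = reference activator wells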
PLCb3 inh: human PLC-beta3 inhibitors, primary screen, biochemical, fluorescence. Purified PLC-beta3, fluorogenic substrate. 370,000 compounds, 0.18% hits. 1-phosphatidylinositol 4,5-bisphosphate phosphodiesterase beta-3 (Homo sapiens), Q01970. inhibition, % at 12.2 µM; in the data active = inhibition above about 11%;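 also: 0% = median of compound wells on plate and 100% = full blocker control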
Target sequence (Q01970 whole entry, looked up): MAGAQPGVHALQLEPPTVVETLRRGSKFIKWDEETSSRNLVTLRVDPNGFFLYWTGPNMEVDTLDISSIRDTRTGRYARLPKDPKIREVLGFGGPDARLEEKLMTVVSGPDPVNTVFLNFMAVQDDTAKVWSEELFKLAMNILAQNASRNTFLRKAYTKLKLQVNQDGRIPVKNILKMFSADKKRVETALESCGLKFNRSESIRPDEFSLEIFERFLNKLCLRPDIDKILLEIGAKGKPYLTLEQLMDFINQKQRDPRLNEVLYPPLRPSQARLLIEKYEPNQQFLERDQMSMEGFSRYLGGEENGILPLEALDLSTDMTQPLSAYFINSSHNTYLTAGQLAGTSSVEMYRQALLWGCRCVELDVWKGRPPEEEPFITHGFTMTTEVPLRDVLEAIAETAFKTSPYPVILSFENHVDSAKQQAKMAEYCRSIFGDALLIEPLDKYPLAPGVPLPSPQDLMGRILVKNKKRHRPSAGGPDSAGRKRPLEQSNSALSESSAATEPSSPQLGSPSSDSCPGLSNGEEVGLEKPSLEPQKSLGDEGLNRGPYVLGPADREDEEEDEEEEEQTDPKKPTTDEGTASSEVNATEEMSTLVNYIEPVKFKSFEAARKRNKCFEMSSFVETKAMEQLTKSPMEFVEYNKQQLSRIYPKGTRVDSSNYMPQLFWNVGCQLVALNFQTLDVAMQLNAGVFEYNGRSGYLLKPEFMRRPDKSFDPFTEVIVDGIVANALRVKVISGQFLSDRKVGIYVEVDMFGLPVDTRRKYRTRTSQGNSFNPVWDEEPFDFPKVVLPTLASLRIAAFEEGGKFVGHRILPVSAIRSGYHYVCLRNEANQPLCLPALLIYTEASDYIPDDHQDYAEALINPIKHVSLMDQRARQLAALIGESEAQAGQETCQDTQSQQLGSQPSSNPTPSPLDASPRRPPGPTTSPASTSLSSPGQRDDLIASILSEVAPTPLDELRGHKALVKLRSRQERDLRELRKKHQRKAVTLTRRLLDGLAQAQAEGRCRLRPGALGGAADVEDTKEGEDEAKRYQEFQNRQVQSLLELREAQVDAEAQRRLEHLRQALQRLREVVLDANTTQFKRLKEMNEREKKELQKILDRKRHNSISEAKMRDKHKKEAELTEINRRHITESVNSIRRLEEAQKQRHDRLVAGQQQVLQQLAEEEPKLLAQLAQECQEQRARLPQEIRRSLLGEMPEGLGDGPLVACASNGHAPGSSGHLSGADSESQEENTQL
PG9 Ab binder: binders of HIV-1 gp120 antibody PG9, primary screen, biochemical, TR-FRET; HIV-1 gp120 / PG9 antibody interaction; TR-FRET gp120-PG9 antibody binding; inhibition, % at 6.7 µM; 360,000 compounds, 0.43% hits; in the data active = inhibition above about 8.5%
ssDAF-12 act: S. stercoralis DAF-12 nuclear receptor activators, primary screen, cell-based, luminescence, HEK293, GRIP1 co-expression, lit1-tk-luc | AID 652126, 2013 | 370,000 compounds, 1% hits | HEK293 ssDAF-12/GRIP1 lit1-tk-luc reporter; % of 3 µM dafachronic acid response | activation, % at 6.8 µM;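 active = activation above the mean over all tested compounds plus 3 SD, cut at about 0.9% in these data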;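 also: 0% = DMSO-only wells and 100% = 3 µM delta7-dafachronic acid wells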
DAX1 inh-2: DAX1 (NR0B1) inhibitors on StAR promoter, primary screen, cell-based, luminescence, SF-1 (NR5A1), full-length DAX-1 | HEK293T StAR-luciferase reporter, SF-1/DAX-1 repression relief | 370,000 compounds, 1.1% hits | AID 652010, 2013 | inhibition, % at 6.8 µM;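 active = inhibition above the mean over all tested compounds plus 3 SD, cut at about 3.6% in these data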;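 also: 0% = DAX-1 cells with DMSO and 100% = cells lacking DAX-1 with DMSO; higher inhibition means more luminescence from relief of DAX-1 repression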
hcDAF-12 act: H. contortus DAF-12 nuclear receptor activators, primary screen, cell-based, luminescence, HEK293, lit1-tk-luc reporter. HEK293 hcDAF-12 lit1-tk-luc reporter; 0% DMSO, 100% Δ7-dafachronic acid. activation, % at 6.8 µM. 370,000 compounds, 1.4% hits;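 active = activation above the mean of all tested compounds plus 3 SD, cut at about 5.5% in these data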;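 also: 100% = response to 3 µM Δ7-dafachronic acid high control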
sPLA2-III inh: human group III sPLA2 inhibitors, primary screen, biochemical, QFRET, BODIPY PC-A2 liposome substrate; inhibition, % at 12.2 µM; Group 3 secretory phospholipase A2 (Homo sapiens), Q9NZ20; QFRET BODIPY PC-A2 liposome hydrolysis, fluorescence; 370,000 compounds, 0.56% hits;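 active = inhibition above mean plus 3 SD of compounds lying within the high and low control bounds, cut at about 19% in these data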;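 also: 0% = median of test compound wells and 100% = no enzyme DMSO wells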
GAA850 FXN act: FXN promoter activators, primary screen, cell-based, luciferase luminescence, HEK293 lucGAA850; HEK293 lucGAA850 FXN promoter luciferase reporter, 24 h; percent of 10 µM SAHA response; activation, % at 6 µM; 360,000 compounds, 0.56% hits; AID 540364, 2011;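 active = activation above the average of all compounds screened plus 3 SD, cutoff fixed separately per campaign, cut at about 7.5% in these data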;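 also: 0% = DMSO wells and 100% = 10 µM SAHA wells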
* marks the source's active call; other numbers are inactive results; x = not tested or not shown.

1	O=C(CCN1C(=O)C2C3CCC(C3)C2C1=O)Nc1ccc(Br)cc1 (stereo not drawn)
2	CCc1nnc(NC(=O)CSC(=S)N2CCOCC2)s1
3	CN(C)c1nc(-c2ccccc2)nnc1C(F)(F)F
4	CC(CCC(=O)Nc1nncs1)C(=O)O (stereo not drawn)
5	Cc1ccc(-c2nnn(CC(=O)Nc3cccc4c3CCCC4)n2)o1
6	Cc1ccc2oc(=O)ccc2c1
7	CCc1ccc(NC(=O)NCCN2CCN(c3ccc(OC)cc3)CC2)cc1
8	COc1ccc(C(=O)NNC(=S)NC(=O)c2ccc(Cl)cc2)cc1
assay / compound	1	2	3	4	5	6	7	8
hgDAF12 agonist	-1.5	1.9	3.6	0.5	-2.0	0.9	-2.9	3.3
Rev-erbA mod	-5	-6	0	-8	0	-4	-3	4
DAX1 inh-1	0.1	0.6	0.5	3.1	0.3	0.5	0.7	x
SMARCA2 act	-2	0	1	-3	-3	-6	-4	-7
PLCb3 inh	-1	-2	-1	3	3	-2	0	7
PG9 Ab binder	-1.6	-1.9	0.0	1.1	0.0	1.3	1.2	-1.8
ssDAF-12 act	-1.1	-1.5	-0.7	-0.8	-1.4	-1.1	-1.8	-1.3
DAX1 inh-2	0.2	-0.6	0.4	0.0	-0.9	-0.2	0.8	0.0
hcDAF-12 act	-1.8	0.1	0.1	0.9	-1.7	-0.6	-1.2	0.0
sPLA2-III inh	18	-1	-8	20*	-7	4	13	6
GAA850 FXN act	-1.8	0.4	0.9	1.1	1.4	-0.8	0.1	x

9	COc1ccc(C)cc1N(CC(=O)NC1CCCC1)C(=O)CCC(=O)Nc1nc(C)cs1
10	Cn1ccsc1=NC(=O)c1ccc(OC(F)(F)F)cc1
11	S=C(NCc1ccc(Cl)cc1)NC1CCCCC1
12	Oc1ccc(-c2nncn2-c2ccccc2)cc1
13	Nc1ccc(C(=O)OCC(=O)N2CCN(C(=O)c3ccco3)CC2)cc1[N+](=O)[O-]
14	CCOC(=O)N1CCC(NS(=O)(=O)c2ccc(C#N)cc2)CC1
15	CCCc1nc2c(C)cc(Br)cn2c1Cc1ccc(C)cc1
16	CCOC(=O)[C@H]1[C@H]2COc3ccc(C)cc3[C@@H]2N2C(=O)[C@@H](CO)NC(=O)[C@@]12C
assay / compound	9	10	11	12	13	14	15	16
hgDAF12 agonist	1.9	10	1.9	-0.9	-2.2	-1.8	5.1	-0.1
Rev-erbA mod	5	-2	1	1	7	-1	0	-3
DAX1 inh-1	-1.1	4.1	0.7	3.5	-0.5	x	x	-0.3
SMARCA2 act	2	3	-5	4	-2	-5	3	-1
PLCb3 inh	-2	-28	-14	3	0	-6	-20	-6
PG9 Ab binder	-1.4	-0.7	1.1	-3.2	1.2	0.9	-0.6	-0.9
ssDAF-12 act	-0.1	-0.2	-0.1	-1.5	-0.8	-0.9	-0.2	-0.8
DAX1 inh-2	-0.3	0.4	-0.9	-1.0	0.1	0.1	0.1	-0.5
hcDAF-12 act	2.0	8.2*	0.7	-2.1	-0.4	-1.2	7.4*	-0.5
sPLA2-III inh	-6	-2	10	-2	2	15	6	5
GAA850 FXN act	-0.3	2.9	0.6	1.4	3.7	-1.9	x	-1.0

Some entries already given, limited to hcDAF-12 act, SMARCA2 act and DAX1 inh-1:
#	SMILES	hcDAF-12 act	SMARCA2 act	DAX1 inh-1
10	Cn1ccsc1=NC(=O)c1ccc(OC(F)(F)F)cc1	8.2*	3	4.1
11	S=C(NCc1ccc(Cl)cc1)NC1CCCCC1	0.7	-5	0.7
12	Oc1ccc(-c2nncn2-c2ccccc2)cc1	-2.1	4	3.5

(list continues)
17	CC(C(=O)N1CCCC1)N1CCN(S(=O)(=O)c2ccc(C(C)(C)C)cc2)CC1 (stereo not drawn)
18	Cc1nn(CC#N)c(=O)n1-c1ccc(C(C)C)cc1
19	CCCC(=O)NCCCc1nc2ccccc2n1CC
20	CCN(CC)S(=O)(=O)c1ccc(N2CCCCC2)c(NC(=O)c2ccncc2)c1
21	Cc1cccc(NC(=O)C23CCC(C)(C(=O)O2)C3(C)C)c1 (stereo not drawn)
22	O=C1c2ccccc2C(c2nnnn2Cc2ccccc2)N1Cc1ccco1 (stereo not drawn)
23	CCOC(=O)C1(Cc2cccc(F)c2)CCN(Cc2cn(CC)nc2C)CC1
24	COc1ccccc1-c1ccc([C@@H]2C[C@H]3[C@H](CON3C)CN2C(=O)c2ccc(-c3ccccc3)cc2)cc1
assay / compound	17	18	19	20	21	22	23	24
hgDAF12 agonist	1.1	1.1	-1.8	-0.6	1.1	-3.6	0.9	-2.5
Rev-erbA mod	6	-4	-8	-2	4	6	-2	-4
DAX1 inh-1	0.0	-0.5	0.2	-0.7	1.3	x	2.8	1.8
SMARCA2 act	-2	-3	0	0	-1	-3	-4	-6
PLCb3 inh	-3	-2	1	-5	-1	-2	2	-1
PG9 Ab binder	-1.0	-0.3	-0.1	-0.2	-0.1	-0.6	1.1	-1.4
ssDAF-12 act	-1.8	-1.3	-0.8	-1.9	-1.6	-0.9	-1.0	-1.1
DAX1 inh-2	0.1	0.9	0.0	0.4	0.1	1.3	0.0	-1.1
hcDAF-12 act	0.8	0.2	0.4	-0.8	-1.6	-0.5	-2.1	-2.0
sPLA2-III inh	-7	7	0	-6	4	7	-10	-7
GAA850 FXN act	-2.2	0.6	-2.5	0.8	1.4	x	1.0	-1.0

25	CC(=O)Nc1ccc(NC(=O)COc2cc(O)c3c(c2)OC(C)(C)CC3=O)cc1
26	Cc1cccc(NC(=O)CN(CC2CCCO2)C(=O)c2oc3ccc(F)cc3c2C)c1C (stereo not drawn)
27	COC(=O)C[C@H]1c2cc(C(F)(F)F)ccc2S(=O)(=O)N1Cc1ccccc1OC
28	COc1ccccc1N(CC(O)COc1ccccc1)S(=O)(=O)c1ccccc1 (stereo not drawn)
29	O=C(CSc1nc2ccc(S(=O)(=O)N3CCOCC3)cc2[nH]1)N1CCOCC1
30	CC(C)CN(C(=O)CCC(=O)OCC(=O)NCCc1ccccc1)c1c(N)n(CC(C)C)c(=O)[nH]c1=O
31	CC(=O)Nc1cccc(S(C)(=O)=O)c1
32	CC(C)(C)c1ccccc1OCCN1CCCC1
assay / compound	25	26	27	28	29	30	31	32
hgDAF12 agonist	3.1	-2.0	-2.2	-0.4	-1.9	2.0	-1.3	-0.9
Rev-erbA mod	1	-4	-4	0	-3	2	1	-7
DAX1 inh-1	1.6	-0.3	0.5	0.7	0.6	0.9	2.1	1.0
SMARCA2 act	3	-2	1	0	1	-1	-4	-1
PLCb3 inh	3	-6	0	4	2	-4	0	-1
PG9 Ab binder	-0.1	1.2	-0.3	0.4	-1.4	-1.7	-0.3	-0.2
ssDAF-12 act	-1.4	-1.0	-1.5	-1.4	-0.8	0.0	-1.3	-1.3
DAX1 inh-2	-0.5	-0.3	0.4	-0.6	-0.2	-1.6	0.3	0.3
hcDAF-12 act	0.1	2.9	-1.3	2.7	-0.1	0.0	-1.1	1.9
sPLA2-III inh	1	-15	2	-5	2	2	8	7
GAA850 FXN act	2.0	0.5	-2.3	0.2	-0.8	-3.0	-0.8	-0.6

33	COC(=O)CC1=C(C(=O)OC)[C@@H](c2ccccc2[N+](=O)[O-])C(C#N)=C(N)O1
34	CC(C)CSc1nc2c(c(=O)[nH]c(=O)n2C)n1CC(O)COc1cccc2ccccc12 (stereo not drawn)
35	C[C@H]1CN([C@@H](C)CO)C(=O)CCCn2cc(nn2)CO[C@@H]1CN(C)C(=O)Nc1ccc(C(C)(C)C)cc1
36	CCOC(=O)N1CCN(C(=O)c2cc(COc3ccc(Cl)cc3OC)on2)CC1
37	CSc1ccc(/C=C/C(=O)OCC(=O)NCC2CCCO2)cc1 (stereo not drawn)
38	CCOC(=O)c1c(NC(=O)c2nn(CC)cc2Br)sc2c1CCCCC2
39	CCOc1ccc(CNC(=O)CCCc2cn(C)c3ccccc23)cc1
40	COc1ccc(/C(O)=C2/C(=O)C(=O)N(CCN(C)C)C2c2ccccn2)cc1OC (stereo not drawn)
assay / compound	33	34	35	36	37	38	39	40
hgDAF12 agonist	-0.6	2.3	2.9	-3.0	-0.1	0.4	-1.3	3.1
Rev-erbA mod	-6	7	5	4	0	5	2	0
DAX1 inh-1	0.0	-0.9	-0.8	-0.8	0.4	-0.1	-0.3	1.5
SMARCA2 act	-2	-1	-1	3	-1	-2	-1	0
PLCb3 inh	-48	2	2	-8	-441	-12	-4	-6
PG9 Ab binder	-0.7	0.3	0.1	-2.1	1.4	-1.3	-0.6	-0.5
ssDAF-12 act	0.2	-1.1	-0.8	-1.2	-1.4	-1.7	-1.5	-0.5
DAX1 inh-2	-0.7	-0.2	0.8	-0.1	0.7	-0.2	-0.4	0.1
hcDAF-12 act	4.5	0.3	-2.3	-0.1	0.1	-0.7	-2.2	0.5
sPLA2-III inh	-8	3	-3	-8	4	5	-11	0
GAA850 FXN act	2.0	0.5	-0.4	0.5	0.1	3.8	-1.1	1.3

41	CC(=O)NS(=O)(=O)c1ccc(NC(=O)c2cc(-c3cccs3)nc3ccccc23)cc1
42	COc1ccc(C(=O)NCC(=O)OCc2c(Cl)cccc2Cl)cc1OC
43	COC(=O)C1CN(Cc2ccccc2)CCS(=O)(=O)N1Cc1cn(Cc2ccc(Cl)cc2)nn1 (stereo not drawn)
44	C[C@H](CO)N1C[C@H](C)[C@@H](CN(C)C(=O)Nc2ccccc2)Oc2c(NC(=O)Nc3ccc4c(c3)OCO4)cccc2C1=O
45	COCCN(CC(=O)NCc1ccc(OC)cc1)C(=O)CCC(=O)Nc1nccs1
assay / compound	41	42	43	44	45
hgDAF12 agonist	-1.0	2.9	0.5	0.6	-1.0
Rev-erbA mod	-2	4	-6	1	-3
DAX1 inh-1	0.8	0.7	x	0.4	0.5
SMARCA2 act	-1	0	-5	1	1
PLCb3 inh	-160	1	-1	-1	-2
PG9 Ab binder	-0.4	1.2	x	0.4	-3.1
ssDAF-12 act	-0.2	-0.9	-1.0	-1.6	-1.2
DAX1 inh-2	0.4	1.0	-1.0	0.2	-0.2
hcDAF-12 act	-2.3	-0.5	-0.6	-1.6	-0.1
sPLA2-III inh	-15	5	7	-12	3
GAA850 FXN act	1.4	1.5	x	-0.5	3.8
